# From PubChem BioAssay
# ALOX12 inh: blocks human arachidonate 12S-lipoxygenase; Potency, µM (doses to about 108 µM), inactives show top-dose activity change, negative = inhibition, usual class: inhibitors; purified 12hLO, xylenol orange hydroperoxide absorbance; hit rate 1.1% among 580,000; active = well fitted inhibition curve with a large enough effect; inconclusive = small, poorly fitted or top-dose-only effect, or another doubt; inactive = no such curve, though single readings can be large or run the other way
# Target sequence (P18054 whole entry, looked up): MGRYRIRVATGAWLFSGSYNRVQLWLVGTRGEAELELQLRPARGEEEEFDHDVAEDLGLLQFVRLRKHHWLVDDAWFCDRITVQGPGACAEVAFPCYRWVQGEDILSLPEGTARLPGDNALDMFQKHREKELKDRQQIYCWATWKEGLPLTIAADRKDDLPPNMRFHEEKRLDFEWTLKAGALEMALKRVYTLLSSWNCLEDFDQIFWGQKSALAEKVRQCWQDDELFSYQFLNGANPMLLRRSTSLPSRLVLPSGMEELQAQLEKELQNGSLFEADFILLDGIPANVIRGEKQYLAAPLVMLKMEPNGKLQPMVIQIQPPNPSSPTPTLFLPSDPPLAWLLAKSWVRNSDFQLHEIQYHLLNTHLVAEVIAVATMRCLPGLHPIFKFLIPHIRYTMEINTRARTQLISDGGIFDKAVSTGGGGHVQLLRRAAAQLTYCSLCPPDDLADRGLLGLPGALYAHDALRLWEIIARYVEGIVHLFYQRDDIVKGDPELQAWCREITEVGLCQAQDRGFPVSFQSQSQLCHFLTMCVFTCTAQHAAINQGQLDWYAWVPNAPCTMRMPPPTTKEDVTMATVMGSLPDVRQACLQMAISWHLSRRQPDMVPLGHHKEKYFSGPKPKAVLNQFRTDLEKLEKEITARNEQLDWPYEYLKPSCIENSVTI
#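 Purified human 12hLO (150 nM final) in 25 mM Hepes, 0.01% Triton X-100, pH 7.0 was preincubated 15 min at room temperature with compound. Then 40 uM arachidonic acid was added, 30 min. Hydroperoxide was read by Fe-XO absorbance ratio 573/405 nm.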
# An asterisk follows results filed as active; u = inconclusive; & = joins results of further samples; [ ] = another dose, or the depositor's remark. % is set by controls: 0 for no effect and ±100 for the full control effect; potency is the fitted concentration of half-maximal effect. Only part of the results is shown; rates above refer to the full screens.
SMILES,ALOX12 inh
N#CC1(NC(=O)CNc2cc(F)cc(F)c2)CCCC1,-12.8%
CCOCCCNc1nc2c(c(=O)n(C)c(=O)n2C)n1Cc1ccccc1Cl,27.6%
Cc1cc(-c2nc3ccncc3[nH]2)c(C)[nH]1,143.2%&52.4%[activator][176 µM]
CC(=O)Nc1oc2ccccc2c(=O)c1-c1ccccc1,4.1%
CCCCCCCCCCOc1ccc(C(=O)Oc2ccc(Cl)cc2Cc2ccccc2)cc1,-5.8%
COc1cc2c(cc1OC)-c1c(c(C(=O)NCCN(C)C)nn1-c1ccccc1)C2,-16.3%
O[C@@H]1CN(CC2CCNCC2)CC[C@H]1c1ccc2ccccc2c1,u
COCCN1CCN(C[C@@H]2C=C(C)[C@H](Cc3nnc(COc4ccc(F)cc4)o3)C[C@H]2C(C)C)CC1,21.7%
S=C(NCCc1ccccc1)N/N=C/c1ccccc1Br,35.5µM*
CCOCCn1c(SCc2ccccc2Cl)nc2c1c(=O)[nH]c(=O)n2C,21.4%
Cc1cc(C)cc(-c2ccc(C(=O)N3CCC(Oc4cccnc4)CC3)cn2)c1,51.4%[activator]
CCN(CC)CC(=O)Nc1c(-c2ccccc2)c2cc(Br)ccc2[nH]c1=O,76.2%[activator]
COc1ccc(-c2c(NC(=O)c3ccc([N+](=O)[O-])cc3)oc3ccccc3c2=O)cc1OC,-14.6%
C#CC(C)(CC)NC(=O)Cc1cccs1 (centres undefined),-5.8%
CCOCC1(C)COc2ccc(C(=O)NCc3ccc(F)cc3)cc2N1 (centres undefined),-0.8%[176 µM]
O=C(/C=C/c1ccccc1[N+](=O)[O-])OCCCC(=O)c1ccc(Br)cc1,u
Cc1cccc(NC(=O)C2CC(=O)N(c3n[nH]c4cc(Br)ccc34)C2)c1C (centres undefined),-0.3%
CN1CCC(OC2CCN(C(=O)c3ccc(Cl)s3)CC2)CC1,11.8%
COc1ccc(-c2cc(N3CCC(NC(=O)CCCc4ccccc4)CC3)n[nH]2)cc1,24.8%
CC1(C(=O)NCC2CC2)CCCc2cnc(Nc3ccccc3)nc21 (centres undefined),-7.3%[176 µM]
O=C(c1cnccn1)N1CCCC1c1nc(C2CCOCC2)no1 (centres undefined),30.3%
CC1=C(C)CC(C(=O)NCCN2CCOCC2)C(C(=O)O)C1 (centres undefined),0.4%
CCNC(=O)[C@@H]1CCCN1C1(C(=O)NC)CCC1,u
Cc1ccc(C(=O)NCC(=O)N(C)Cc2ccc(-c3ccc(Br)cc3)o2)cc1,u
c1cc(OCc2nnc(-c3cccs3)o2)cc(-n2cnnn2)c1,-23.7%

# Printed as active in ALOX12 inh, among the entries above:
SMILES,ALOX12 inh
S=C(NCCc1ccccc1)N/N=C/c1ccccc1Br,35.5µM*

# Remaining list, next part:
SMILES,ALOX12 inh
C[S+](=O)([O-])c1ccc(-c2cnc3[nH]cc(CC(=O)N4CCOCC4)c3c2)cc1,-14.3%[176 µM]
COc1ccc(C(=O)OCc2cc(=O)n3oc(C)cc3n2)cc1NC(=O)c1ccc(C(C)(C)C)cc1,9.9%
CC(C)(O)CCc1cccc(C(=O)N2CCC(N3CCOC3=O)CC2)c1,0.8%
Cc1ccccc1NC(=O)c1ccc2c(c1)CCCN2S(C)(=O)=O,5.4%
CCNC(=O)C1C(c2cccc(NC(=O)c3ccccc3)c2)OC(=O)N1Cc1ccccc1 (centres undefined),24.2%
O=C(c1nc(-c2cccnc2)no1)N1CCN(c2ccc(Cl)cc2)CC1,-7.1%
CCCNc1c(NC(=O)Nc2ccccc2C(F)(F)F)c(=O)oc2ccccc12,-23.7%
Cc1ccc(S(=O)(=O)N2CCC(n3cnnc3C3CC3)CC2)cc1Cl,-2.3%
CC1Cc2ccccc2N1C(=O)CSc1ncc(C(F)(F)F)cc1Cl (centres undefined),-28.1%
CCOC(=O)c1ccccc1NC(=O)CN1C(=O)NC2(CCCCC2)C1=O,-9.2%
Cc1cc(C)n(Cc2cc(C(=O)N(C)CCOc3ccccc3)n[nH]2)n1,75.2%[activator]
O=C(c1cc2n(n1)CC(c1ccc(Cl)cc1)OC2)N1CCCCC1 (centres undefined),27.3%
Cc1cccc(C(=O)NCC(c2cccs2)c2c[nH]c3ccccc23)n1 (centres undefined),-4.5%
Cc1cc2oc(C(=O)Nc3ccc(S(=O)(=O)N4CCCC(C)C4)cc3)cc(=O)c2cc1C (centres undefined),-23.0%
COCC(=O)N[C@H]1C[C@@H](c2nc(-c3ccc(OC(F)(F)F)cc3)no2)N(C)C1,19.2%[176 µM]
O=c1c2cnc(N3CCCCC3)nc2ccn1-c1ccccc1F,10.4%
CCN(CC)CCOc1ccc(Nc2ncc3cc(-c4c(Cl)cccc4Cl)c(=O)n(C)c3n2)cc1,u
OCc1ccc(CN2C[C@H](O)C[C@H]2c2nc(-c3ccc(OC(F)(F)F)cc3)no2)o1,u
O=C(CCC(=O)c1ccc(F)cc1)OCC(=O)c1cc(Cl)ccc1Cl,-12.0%
O=C(COc1ncnc2ccccc12)NCc1ccccc1,44.6%
CCOC(=O)c1cc(CC)sc1NC(=O)CC1Sc2ccccc2NC1=O (centres undefined),-21.4%
COc1ccc(Cn2c(CO)cnc2SCC(=O)Nc2ccc(F)cc2F)cc1,14.3%
CSc1cccc(NC(=O)N(C)CC2CCOCC2)c1,38.0%[activator]
O=C(NC(C1CC1)C1CC1)c1ccc(Cl)c(Cl)c1,-16.3%
COc1ccc(O)c(C(=O)N2CCC3(CC2)c2ccccc2[C@@H](NC(=O)c2ccccn2)[C@@H]3OC)c1,-0.7%

# Remaining list, next part
SMILES,ALOX12 inh
COc1ccc2cc(C3CN(C(=O)c4ccc(C)cc4OC)CCO3)ccc2c1 (centres undefined),10.7%
CCN1CCN(c2nc3c(c(=O)[nH]c(=O)n3C)n2Cc2ccc(Br)cc2)CC1,5.9%
O=c1cc(-c2ccncc2)oc2c(-c3ccccc3F)nccc12,-2.3%[176 µM]
CCn1cc(S(=O)(=O)Nc2cc(F)ccc2F)cn1,-21.3%
O=C(O)CNC(=O)c1ccc(NS(=O)(=O)c2cc(Cl)ccc2Cl)cc1,-14.1%
Cc1[nH]nc2c1C(c1cccc(OCc3ccc(Cl)cc3)c1)C(C#N)=C(N)O2 (centres undefined),u
CCOc1ccc(NC(=O)Cn2cnc3c2c(=O)n(C)c(=O)n3C)cc1,-5.0%
Cc1cc(CN2CC(Oc3ccc4c(c3)OCO4)C2)no1,3.1%[12.5 µM]
COC(=O)c1ccc(C)c(NC(=O)Cc2cc(C)ccc2OC)c1,u
COc1cc(S(=O)(=O)Nc2ccc3ccccc3c2)ccc1NC(C)=O,-30.4%
CC(C)C(=O)Nc1ccc(Br)c(Cl)c1,u
CCOc1ccccc1C(=O)N(Cc1ccccc1)C1CCS(=O)(=O)C1 (centres undefined),0.2%
COC(=O)[C@H](CC(C)C)N1Cc2nnn(CC3CCCCC3)c2-c2ccccc2S1(=O)=O,u
CCN1C(=O)C(Cc2cc(OC)c(OC)cc2OC)c2ccccc21 (centres undefined),-16.6%
O=C(CSc1nnnn1-c1cccc(F)c1)NCC1(N2CCOCC2)CCCCC1,2.8%
Cc1cnc(C(=O)OCc2ccc(Cl)cc2Cl)cn1,-49.6%
O=C(c1cc(-c2ccccc2)nc2ccccc12)N1CCCC(C(F)(F)F)C1 (centres undefined),5.4%
COc1cc(OC)cc(C(=O)N2CCC(n3cc(-c4nc(-c5ccccc5)no4)nn3)C2)c1 (centres undefined),11.6%
c1csc(-c2[nH]ncc2CNC2CCC3(CCNCC3)CC2)c1,-0.5%
CCN1CCN(c2nc(Nc3ccccc3)c3nccnc3n2)CC1,62.3%[activator]
CN(Cc1cccnc1)C(=O)CC(c1ccccc1)c1ccccc1F (centres undefined),61.8%[activator]
Cc1ccc(NCc2ccccc2C#N)c(F)c1,-45.6%
Cc1ccc(C(=O)N2CCC(n3cc(-c4nc(-c5ccccc5)no4)nn3)CC2)s1,u
COc1cccc(CCC(=O)NC2CCN(C(=O)c3cc4c(=O)[nH]c(C)cn4n3)CC2)c1,7.6%
CCOC(=O)C[C@@H]1C[C@@H](C(C)C)[C@H](CNS(=O)(=O)c2ccc(OC)cc2)C=C1C,-24.6%[176 µM]

# Some of these compounds in order of heavy-atom count, low to high.
SMILES,ALOX12 inh
Cc1ccc(NCc2ccccc2C#N)c(F)c1,-45.6%
O=c1cc(-c2ccncc2)oc2c(-c3ccccc3F)nccc12,-2.3%[176 µM]
O=C(c1cc(-c2ccccc2)nc2ccccc12)N1CCCC(C(F)(F)F)C1 (centres undefined),5.4%

# Pulled by compound from the entries so far, 5 records:
SMILES,ALOX12 inh
CCOCCn1c(SCc2ccccc2Cl)nc2c1c(=O)[nH]c(=O)n2C,21.4%
Cc1cnc(C(=O)OCc2ccc(Cl)cc2Cl)cn1,-49.6%
CCN1CCN(c2nc3c(c(=O)[nH]c(=O)n3C)n2Cc2ccc(Br)cc2)CC1,5.9%
Cc1cc(-c2nc3ccncc3[nH]2)c(C)[nH]1,143.2%&52.4%[activator][176 µM]
COc1ccc(Cn2c(CO)cnc2SCC(=O)Nc2ccc(F)cc2F)cc1,14.3%

# Remaining list, next part:
SMILES,ALOX12 inh
COc1cc2c(cc1OC)C(C[C@H]1CN(S(=O)(=O)c3cccs3)CC[C@H]1CC(=O)O)=NCC2,24.4%
Cn1cccc1C(=O)N1C[C@@H](COCC2CC2)[C@H](c2ccccn2)C1,u
O=C(NCCc1nc2c(s1)CCCC2)C1NCCc2[nH]cnc21 (centres undefined),38.7%[activator]
O=C1CCSc2ccc(S(=O)(=O)NCCc3cccs3)cc2N1,7.5%
COc1ccc(-c2c(C)c3ccc(OC)cc3oc2=O)cc1,u
CCOc1ccccc1C(=O)NCc1nnc2ccc(-c3ccc(C)c(C)c3)nn12,35.4%
COc1cc(F)ccc1-c1cn(C)c(=O)n2cc(CN3CCOCC3)nc12,5.8%[176 µM]
CCOC(=O)C1=CC[C@@H](c2ccccc2)C(C#N)(C#N)[C@H]1/C=C/c1ccccc1,1.6%
CC(C)OC(=O)CCCC=CC[C@@H]1[C@H](C=C[C@@H](O)COc2cccc(C(F)(F)F)c2)[C@H](O)C[C@@H]1O,-15.4%[57.4 µM]
CC(=O)N1CCN(C(=O)CSCC(=O)O)C[C@H]1C(=O)N[C@H]1CCCNC1=O,5.6%[176 µM]
CC(=O)Nc1ccccc1-c1nc(CNC(=O)c2ccc(-n3cccn3)cc2)c(C)o1,-1.8%
CNC(=O)N1CCC(C2CCN(S(=O)(=O)c3ccc(C)c(F)c3)C2)CC1 (centres undefined),u
COc1ccc(-c2cc(C(=O)N3CCCC3)c3ccccc3n2)c(OC)c1,17.8µM*
Nc1nc2c(c(=O)[nH]1)CCN(C(=O)Cc1c[nH]c3ccccc13)C2,6.1%
Cc1cccc2c(C(=O)O)cc(-c3ccc(-c4ccccc4)cc3)nc12,u
CC(=O)Nc1cccc(-c2nc3cc(Cl)cc(Cl)c3o2)c1,u
CC1=NS(=O)(=O)N(Cc2ccccc2)C=C1C(=O)OCc1noc(CC2CCCCC2)n1,-2.3%
FC(F)(F)c1ccc(Cl)c(N/N=C/c2cccc3ccccc23)c1,u
CN(C)Cc1nnc(C2CC(NC(=O)c3ccn(C)c(=O)c3)C2)n1C (centres undefined),7.9%
O=C(N1CCC(F)CC1)C1(c2ccc(Cl)cc2)CCOCC1,6.5%[6.33 µM]
COc1cccc(NC(=O)N[C@H](C)c2onc(-c3ccc(F)cc3)c2C(=O)O)c1,-15.0%[176 µM]
COc1cc(=O)n2c(c1C(=O)Nc1ccc(Cl)c(Cl)c1)CCCC2,16.6%
COc1ccc(OCC(=O)Nc2ccc3c(C)cc(=O)oc3c2)cc1,u
Nc1nnnn1NCc1ccc(-c2cccc(Cl)c2)o1,u
COc1cc(/C=C/C(=O)c2cc3ccccc3oc2=O)cc(OC)c1OC,u

# Going on with the list.
SMILES,ALOX12 inh
O=C1NCCCCCN(C(=O)Cc2cccc(F)c2)[C@H]2CCC[C@@H]12,-2.6%
CCCNC(=O)NC(=O)COC(=O)c1cc(C)nc2ccccc12,-0.4%
O=C(c1ccc2c(c1)OCO2)N1CCN(c2cc(-c3ccc(Cl)cc3)[nH]n2)CC1,24.3%
COc1ccc(C(C)(C)C)cc1NC(=O)OC[C@@H]1CSCCS(=O)(=O)N1,23.2%
O=C(CC1CCN(S(=O)(=O)c2ccc3c(c2)OCCO3)C1)NCc1ccccc1 (centres undefined),53.5%[activator]
CCc1ccc(CN(C)C(=O)NC(c2ccc3c(c2)OCCCO3)C(C)C)cc1 (centres undefined),-11.7%
CCC(c1cccs1)N1C(=O)[C@H]2CN(S(=O)(=O)c3ccc(F)c(C)c3)C[C@H]2C1=O (some centres undefined),29.2%
Cc1cc(C)n(C(=O)c2cn(C)nc2S(=O)(=O)N2CCN(c3ccc(Cl)cc3)CC2)n1,u
CN(C)Cc1cn(C[C@H]2C[C@@H](NC(=O)c3nc4ccccc4s3)[C@H](O)[C@@H]2O)nn1,16.8%
CCOC(=O)Cc1csc(SCC(=O)NC(C)CC)n1 (centres undefined),u
O=c1[nH]c(C2CCN(CC3CCCC3)CC2)nc2ccc(F)cc12,u
Cc1oc(-c2ccccc2)nc1C(=O)Nc1cccc(F)c1,108.3%[activator]
COCCNC(=O)CCCN1C(=O)COc2ccc(C(=O)COc3ccc(F)c(Cl)c3)cc21,54.7%[activator]
O=c1oc2ccccc2c(NCc2ccccc2)c1NS(=O)(=O)c1ccc(F)cc1F,u
O=C(Cc1ccccc1)N(Cc1cccc2[nH]ccc12)C1CC1,u
Cn1c(C(=O)NCCNC(=O)c2ccc(F)cc2)cc2ccccc21,4.7%
COc1cccc(C2CC(=O)N(c3ccccc3)C3=C2C(=O)OC3)c1OC (centres undefined),-26.0%
CNC(=O)Nc1ccc(C2(C(=O)N3CCN(c4ccc(Cl)cc4)CC3)CCC2)cc1,-18.6%
CC(C)N(Cc1cn(Cc2ccccc2)nc1-c1cc2ccccc2o1)CC1CCC(=O)N1 (centres undefined),14.6%
COc1ccc(S(=O)(=O)NCCC(C)C)c2cccnc12,15.6%
Fc1ccc(OCc2nnc(-c3ccccc3)o2)cc1F,27.4%
